TLR4 MyD88 comp: blocks binding of human TLR4 to MyD88 | inhibition, % at 8.4 µM | 0.18% of 200,000 active | HeLa CL3-4 TLR4/MyD88 BLA complementation, FRET ratio | O00206+Q99836; in the data active = inhibition above about 25%;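 note: 0% = vehicle and 100% = reference inhibitor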
APP 5UTR inh: APP translation inhibition. SH-SY5Y APP 5'UTR-luciferase reporter, luminescence. inhibition, % at 2 µM. 0.82% of 190,000 active. AID 1285;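 active = inhibition above a set limit, derived from the sample mean plus 3 SD, cut at about 45% in these data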; note: values of inactives mirror those of a sister screen read the other way
FLuc act counter: affects firefly luciferase, flagging false hits in luciferase stimulation screens; P08659; activation factor at 10 µM; ATPlite luciferase biochemical, luminescence, 10 min; 0 = ATP-free wells, 1 = DMSO control; 200,000 tested, under 10 active;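 active = luciferase activation factor, scaled between plate controls, of at least 2 with compound at 10 µM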
Target sequence (P08659 whole entry, looked up): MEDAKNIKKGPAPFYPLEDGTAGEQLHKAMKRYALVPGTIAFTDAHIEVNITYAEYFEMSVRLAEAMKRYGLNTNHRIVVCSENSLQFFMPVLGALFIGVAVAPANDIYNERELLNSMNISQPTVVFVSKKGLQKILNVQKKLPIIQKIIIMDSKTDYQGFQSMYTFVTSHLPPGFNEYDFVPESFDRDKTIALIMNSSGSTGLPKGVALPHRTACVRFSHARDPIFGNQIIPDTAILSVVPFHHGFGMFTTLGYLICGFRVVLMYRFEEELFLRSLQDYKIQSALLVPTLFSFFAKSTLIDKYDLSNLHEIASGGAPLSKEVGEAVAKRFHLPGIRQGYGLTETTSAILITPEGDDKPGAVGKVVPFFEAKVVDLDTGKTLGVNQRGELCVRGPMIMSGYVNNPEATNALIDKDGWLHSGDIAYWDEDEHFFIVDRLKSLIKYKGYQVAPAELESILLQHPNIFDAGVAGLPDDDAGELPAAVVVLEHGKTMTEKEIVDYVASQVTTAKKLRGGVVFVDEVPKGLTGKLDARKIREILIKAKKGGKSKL
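assay system = Luciferase/luciferin detection reagent, cell-free biochemical luciferase assay | also added = ATP substrate | times = 10 min post-reagent at room temperature | measured by = luminescence from luciferase reaction | measure = luciferase activation, seen as luminescence increase over controls | benchmarks = low control with PBS replacing ATP, high control enzyme plus ATP without compound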
NF-kB neuron act: raises NF-kB expression in human neuronal cells | NF-kB reporter expression; hits give high values | fold change at 12.5 µM | 1.6% of 190,000 active; in the data active = fold change above about 3.3
STAT1 act: STAT1 signaling activation; AID 932; 2.6% of 200,000 active; NIH 3T3 STAT1-luciferase reporter, IFN-gamma, luminescence; 100% = IFN-gamma alone, no compound; activation (% of control), % at 5.5 µM;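 active = activation above the screen-wide mean activation plus 3 SD, cut at about 130% in these data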;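 note: raw ratio to IFN-gamma control signal so 100% means no change and 0% no light; values of inactives mirror those of a sister screen read the other way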
Diaphorase act: activates diaphorase or chemically reduces, flagging diaphorase assay artifacts; Diaphorase/resazurin coupled assay, resorufin fluorescence, 16 min; hits give high values; 1 = vehicle wells, 0 = NADH-free wells; activation factor at 20 µM; 0.005% of 190,000 active;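 active = diaphorase activity raised at least twofold by the compound at 20 µM; inactive = activation factor below 2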
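test system = bacterial diaphorase enzyme (C. kluyveri) | quantity = enzyme 0.07 U/mL final | reagent = NADH substrate 0.114 mM plus resazurin dye 0.1 mM, final | incubation = 16 min enzyme reaction, ambient temperature | buffer or medium = HEPES pH 7.4 buffer with MgCl2 and Tween 20 | signal = fluorescence of resorufin, 544 nm excitation, 590 nm emission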
APP 5'UTR act: activates APP 5'UTR luciferase reporter; AID 1276; SH-SY5Y APP 5'UTR luciferase reporter, luminescence; zero percent = DMSO vehicle wells; activation, % at 2 µM; 1% of 190,000 active;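 active = activation above a set limit, based on mean plus 3 SD of controls, cut at about 140% in these data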; note: values of inactives mirror those of a sister screen read the other way
Diaphorase inh: diaphorase inhibition or chemical oxidation counter-screen; diaphorase resazurin-to-resorufin fluorescence, NADH, 16 min; bacterial (C. kluyveri) enzyme, not human; inhibition, % at 20 µM; 0.69% of 190,000 active; AID 1217;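 active = primary screen inhibition at 20 µM above a set limit, cut at about 50% in these data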;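 note: plate controls were DMSO with full reaction for no effect and wells lacking NADH for full effect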
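Benchmarks: positive control wells lacking NADH, neutral wells with DMSO only. System: bacterial diaphorase enzyme (C. kluyveri). Input: 0.14 U/mL diaphorase, enzyme working solution. Detection: resorufin fluorescence, excitation 544 nm, emission 590 nm. Times: 16-min room-temperature incubation before reading.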
FLuc inh counter: counter-screen for luciferase assay inhibitors: firefly luciferase inhibition | ATPLite firefly luciferase biochemical luminescence, 10 min | inhibition, % at 10 µM | 1.5% of 200,000 active | AID 1006;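 active = inhibition above about 50% when tested at 10 µM, limit read from the data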
G6PDH CS: inhibits Leuconostoc G6PDH, flagging false hits in G6PDH-based assays; Purified L. mesenteroides G6PDH, diaphorase/resazurin coupled fluorescence, 45 min; inhibition, % at 5 µM; 0.12% of 200,000 active; AID 1020; in the data active = inhibition above about 50%
Starred values were filed as active, the others as inactive; x = no result given.

SMILES	TLR4 MyD88 comp	APP 5UTR inh	FLuc act counter	NF-kB neuron act	STAT1 act	Diaphorase act	APP 5'UTR act	Diaphorase inh	FLuc inh counter	G6PDH CS
O=C(CNC(=S)N(Cc1ccccc1)Cc1cccnc1)NC1CCCC1	12	0	1.1	1.2	94	0.9	0	10	-6	8
COCCNC(=S)Nc1cccc2cnccc12	-2	-26	1.1	1.3	94	0.8	26	20	-6	12
CN1CCc2[nH]c3ccc(C(=O)NN)cc3c2C1	6	-11	1	1	110	1	11	0	-5	8
CCOc1ccc(C(=O)C(CN2CCOCC2)c2ccccc2)cc1 (stereo not drawn)	0	67*	1	2.6	76	0.9	-67	7	-3	0
CCOC(=O)C1=C(c2ccccc2)NC(SC)=C(C#N)C1c1ccco1 (stereo not drawn)	-7	7	1.1	1.3	87	0.8	-7	22	-6	10
CC1(C)C(c2ccco2)=[N+]([O-])C2(CCCCC2=O)N1O (stereo not drawn)	-2	3	1	1.1	104	1	-3	4	-4	1
CN(C)C(CNC(=S)Nc1cccc(Cl)c1)c1ccccc1 (stereo not drawn)	-3	0	1.1	1.4	90	0.9	0	7	-8	0
O=C(c1cnn2c(C(F)F)cc(-c3ccccc3)nc12)N1CCc2ccccc2C1	-2	-3	1.1	0.83	109	0.8	3	22	-7	16
O=C(N/N=C/c1cc([N+](=O)[O-])ccc1O)c1ccc2c(c1)OCCO2	3	-2	0.3	1.1	104	1	2	-1	70*	0
CC(c1ccccc1C(O)c1ccccc1)N(C)C (stereo not drawn)	7	4	1.1	1.1	99	0.9	-4	5	-7	1

Continued, overlapping the part above by two compounds.
SMILES	TLR4 MyD88 comp	APP 5UTR inh	FLuc act counter	NF-kB neuron act	STAT1 act	Diaphorase act	APP 5'UTR act	Diaphorase inh	FLuc inh counter	G6PDH CS
O=C(N/N=C/c1cc([N+](=O)[O-])ccc1O)c1ccc2c(c1)OCCO2	3	-2	0.3	1.1	104	1	2	-1	70*	0
CC(c1ccccc1C(O)c1ccccc1)N(C)C (stereo not drawn)	7	4	1.1	1.1	99	0.9	-4	5	-7	1
C=CCSc1nc2ccccc2[nH]1	-4	-16	1	1.2	109	0.9	16	14	2	8
N#C/C(=C1\C(=O)Nc2c(Cl)cc(Cl)cc21)c1nnc2n1CCCCC2	-1	7	1	0.96	95	0.8	-7	17	-2	39
Cc1ccc(C(C)C)c(OCCN(C)C)c1	-5	5	1	0.99	100	1	-5	2	-4	-3
Nc1nnc(SCc2ccc(Cl)cc2)s1	0	-12	0.9	1.7	112	0.8	12	21	5	8
COc1cccc(NC(=O)N2CCOCC2)c1	1	1	1.1	1.1	98	0.9	-1	7	-10	7
Cc1cccc2cc3c(N)c(C(=O)N4CCc5ccccc54)sc3nc12	3	-9	1.1	1.1	91	0.8	9	24	-8	6
CCOC(=O)CCCCCN(Cc1ccccc1)S(=O)(=O)c1ccc([N+](=O)[O-])cc1	0	-7	1.1	1.1	100	0.9	7	7	-7	12
CCN(CC)Cc1cc(C(=O)O)c(C)o1	-5	14	1.1	1.3	106	x	-14	x	-7	8
CC(=O)c1ccc(Nc2cc(C)nc3nc(C)nn23)cc1	0	-8	1.1	1.2	96	1	8	-4	-6	7
CC(C)(O)C#Cc1ccc(C(=O)N2CCC(C(N)=O)(N3CCCCC3)CC2)cc1	-13	-20	1	1.1	106	0.9	20	7	1	5

Some values from the entries so far.
For NF-kB neuron act, `CC(C)(O)C#Cc1ccc(C(=O)N2CCC(C(N)=O)(N3CCCCC3)CC2)cc1` shows 1.1
For APP 5UTR inh, `CC(=O)c1ccc(Nc2cc(C)nc3nc(C)nn23)cc1` shows -8
For NF-kB neuron act, `N#C/C(=C1\C(=O)Nc2c(Cl)cc(Cl)cc21)c1nnc2n1CCCCC2` shows 0.96

Remaining list, next part.
SMILES	TLR4 MyD88 comp	APP 5UTR inh	FLuc act counter	NF-kB neuron act	STAT1 act	Diaphorase act	APP 5'UTR act	Diaphorase inh	FLuc inh counter	G6PDH CS
C=CCNC(=S)NN=C1CCCCCCC1	-2	21	1	1.1	96	1	-21	-3	-4	3
N#Cc1c(-c2ccc(C(F)(F)F)cc2)cc(-c2ccccc2)[nH]c1=S	-17	2	1.1	1	106	0.9	-2	5	-7	2
Cc1cc(C(=O)NCc2cccs2)ccc1[N+](=O)[O-]	-2	-3	1.1	1.4	104	1	3	0	-5	-12
O=C(CC1C(=O)NCCN1Cc1ccc(-c2ccccc2)cc1)NCC1CCOCC1 (stereo not drawn)	6	-31	1	1.6	102	x	31	x	-2	18
COc1ccc(CNC(=S)Nc2ccccc2C)cc1	-8	-19	1	0.97	102	0.9	19	8	-1	-9
CCOC(=O)c1cnn(CCOC(=O)c2ccccc2F)c1NC(=O)c1ccccc1F	-4	-3	1	1.2	91	1	3	4	-2	0
CCOc1ncccc1C(=O)Nc1ccc(F)cc1	15	7	1	1	117	1	-7	-4	-5	4
CCOC(=O)c1ccc(NCC(O)COc2ccccc2)cc1 (stereo not drawn)	-6	-14	1	1.1	103	0.9	14	13	-3	8
O=C(Oc1oc(-c2ccco2)nc1C=Nc1ccc(Cl)cc1)c1ccco1	-1	-25	1.1	2.2	116	1	25	5	-6	2
CN1C(=S)N(c2ccccc2)C(=O)/C1=C/c1ccco1	-5	-2	1	1.1	92	0.7	2	27	-3	14

Complete entries from above. Order of values: TLR4 MyD88 comp | APP 5UTR inh | FLuc act counter | NF-kB neuron act | STAT1 act | Diaphorase act | APP 5'UTR act | Diaphorase inh | FLuc inh counter | G6PDH CS
Cc1cccc2cc3c(N)c(C(=O)N4CCc5ccccc54)sc3nc12 is listed with 3 | -9 | 1.1 | 1.1 | 91 | 0.8 | 9 | 24 | -8 | 6
CCOc1ncccc1C(=O)Nc1ccc(F)cc1 is listed with 15 | 7 | 1 | 1 | 117 | 1 | -7 | -4 | -5 | 4
CCOC(=O)c1ccc(NCC(O)COc2ccccc2)cc1 (stereo not drawn) is listed with -6 | -14 | 1 | 1.1 | 103 | 0.9 | 14 | 13 | -3 | 8

Further results.
SMILES	TLR4 MyD88 comp	APP 5UTR inh	FLuc act counter	NF-kB neuron act	STAT1 act	Diaphorase act	APP 5'UTR act	Diaphorase inh	FLuc inh counter	G6PDH CS
C/C(=N/NC(=O)CNC(=O)c1ccccn1)c1cccc([N+](=O)[O-])c1	6	1	1	1.1	104	1	-1	4	-2	-2
N#C/C(=C\c1cn(-c2ccccc2)nc1-c1cc2ccccc2o1)c1nc2ccccc2[nH]1	-1	-111	1	1.5	104	0.9	111	6	-1	-4
CCOc1ccccc1N1CCN(C(=O)C2c3ccccc3Oc3ccccc32)CC1	-3	12	1.1	0.74	101	0.9	-12	10	-9	2
O=C(NCc1cccs1)C1CCN(S(=O)(=O)c2ccc(Cl)cc2)CC1	0	-6	1	0.99	97	0.9	6	13	2	20
CN=C(Nc1cccc(OC)c1)SC1CC(=O)N(c2ccc(C(=O)O)cc2)C1=O (stereo not drawn)	-16	-6	1.1	1.1	93	0.9	6	12	-9	14
COc1ccc(CC(=O)Nc2nc3ccc(F)cc3s2)cc1S(=O)(=O)N1CCOCC1	3	-2	1.1	1.4	107	0.7	2	28	-8	-33
COc1ccccc1C(=O)C1CCCN(C(=O)CN2CCCCC2=O)C1 (stereo not drawn)	-14	-20	1.1	1.2	111	0.9	20	10	-6	6
COc1ccccc1NC(=S)N(Cc1ccco1)Cc1cc2cc(C)cc(C)c2[nH]c1=O	-7	24	1.1	0.8	97	0.8	-24	24	-8	-18
Cc1cc(C)cc(OCC(=O)Nc2ccc(F)cc2)c1	-6	-7	1	1.2	94	0.8	7	21	0	12
COC(=O)c1cn(NC(=O)Cn2nc([N+](=O)[O-])c(Br)c2C)c(=O)c2ccccc12	-12	16	1	1	90	0.9	-16	8	-1	5
CCCn1c(=O)c(C(=O)NCc2ccccn2)c(O)c2ccccc21	0	6	1	0.96	99	0.9	-6	10	-2	-11
CC(C)CC(=O)NS(=O)(=O)c1ccc(N)cc1	-3	7	1	1.3	106	1.1	-7	-10	-3	5
O=C(CCSCCc1ccccn1)Nc1ccc(Br)cn1	12	x	1	1.1	100	0.9	x	6	-4	-6
Cc1cc(CNCc2c(C(=O)N3CCCCCCC3)nc3ccc(Cl)cn23)nn1C	-17	-9	1.1	0.84	103	1	9	4	-6	5
O=C1NCCN1C(=O)C12CC3CC(CC(C3)C1)C2	-4	3	1	1.1	102	1	-3	-4	-1	15
CC(C)CC(=O)NCCNC(=O)c1cc(OCC(F)(F)F)ccc1OCC(F)(F)F	-7	-1	1.1	1.4	98	1	1	4	-6	3
O=C(COc1ccccc1)NCCn1ccc2ccccc21	-9	-13	1.1	1	101	0.9	13	10	-6	4
CC(=O)Nc1ccc(C(=O)OCc2ccccc2Cl)cc1	2	6	1	1.6	119	1	-5	4	-3	-11
COc1ccnc(CSC(N)=Nc2cccc(C(F)(F)F)c2)c1	-11	-12	1	1.1	96	0.9	12	7	-1	4
COc1cc(/C=N/NC(=O)c2nonc2N)cc(OC)c1OC	4	-10	1	1.1	110	0.9	10	13	-3	14
CCCCNC(=O)COC(=O)c1ccc(Cl)c(S(N)(=O)=O)c1	4	7	1	1.2	102	1.1	-7	-8	0	-3
Cc1ccc(SC/C(O)=C(\C#N)c2nc3ccccc3n2C)cc1	13	-14	1.1	1.7	106	1	14	5	-5	9
Cc1ccc(S(=O)(=O)N2CCN(C(=O)C3CCN(C(=O)c4ccccc4C)CC3)CC2)cc1C	6	17	1.1	0.89	94	0.9	-17	15	-8	1
Cc1c(C#N)c(NC(=O)CCl)n(Cc2ccc(F)cc2)c1C	-1	-12	1	0.22	68	1	12	-1	0	2
CCc1ccc(NC(=O)CC2C(=O)NCCN2C(=S)Nc2ccccc2)cc1 (stereo not drawn)	1	13	1.1	0.88	100	0.9	-13	6	-8	1
CC(=O)Nc1ccc(OCC(=O)NC(C)c2ccc(F)cc2)cc1 (stereo not drawn)	4	0	1	1.3	101	1	0	3	-4	1
O=C(Nc1ccccc1Cl)N1CCN(c2ncccn2)CC1	-10	-7	1.1	1	102	0.9	7	14	-6	0
NC(=S)N/N=C/c1ccc(-c2ccccc2)o1	-8	-4	1	1.4	115	0.8	5	18	5	-2

Bioassay records (PubChem BioAssay)
